Compound activity from PubChem BioAssay.
RGS4 block = inhibitors of human RGS4; P49798; HEK293 M3R/RGS4 inducible, Fluo-4 calcium flux; active compounds read high; triggered by carbachol at its EC20; B-score at 10 µM; 310,000 compounds, 0.45% hits; AID 463165;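 active = B-score, a plate-corrected calcium signal, over three deviations above library mean, with baseline fluorescence within five deviations of library mean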;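 also: RGS4 expression induced by doxycycline in cells with stable M3 receptor; B-score is computed from the integrated fluorescence ratio over baseline after carbachol; higher B-score means a larger calcium signal and so more RGS4 inhibition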
Target sequence (P49798 whole entry, looked up): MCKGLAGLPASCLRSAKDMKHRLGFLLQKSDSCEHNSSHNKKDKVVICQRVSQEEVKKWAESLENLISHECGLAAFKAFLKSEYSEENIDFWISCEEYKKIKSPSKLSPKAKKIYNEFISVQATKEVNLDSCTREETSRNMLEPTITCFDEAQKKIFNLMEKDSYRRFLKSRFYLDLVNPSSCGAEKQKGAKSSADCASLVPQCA
TRPC6 act = activates the mouse TRPC6 cation channel | Q61143 | HEK293-TRPC6 membrane potential dye fluorescence; active compounds read high | B-score at 10 µM | 310,000 compounds, 0.13% hits;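 active = B-score of the integrated fluorescence ratio above library mean plus 3 SD, and starting fluorescence ratio within library mean plus 5 SD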;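 also: higher score means more depolarization so channel activation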
RGS4 pot = RGS4 potentiation or activation. HEK293 M3R/inducible RGS4, carbachol calcium flux Fluo4; active compounds read low. 310,000 compounds, 0.92% hits. B-score at 10 µM;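 active = B-score of the integrated calcium signal more than 4 SD below the library mean, with starting fluorescence not abnormally high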;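 also: negative B-score means reduced calcium response which marks RGS4 activation or potentiation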
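Test system: HEK293 cells with stable M3R and inducible RGS4; also added: carbachol at ECmax as muscarinic agonist stimulus; schedule: dye loading 30 min 37 °C, buffer rest 30 min RT; technique: kinetic calcium fluorescence imaging with Fluo4-AM dye, 2 µM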
SKKanGAS inh = blocks kanamycin growth of S. pyogenes SKKanGAS strain; 300,000 compounds, 1.3% hits; BacTiter-Glo, 6 h; inhibition, % at 7.5 µM; AID 1662;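 active = mean replicate score, as percent of positive control median, at least 50; inconclusive = mean below 50 but one replicate at or above 50; inactive = mean and every replicate below 50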;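 also: strain carries kanamycin resistance gene driven by streptokinase promoter and grows in 40 µg/ml kanamycin; loss of luminescence reflects streptokinase promoter inhibition or plain growth inhibition; 0% = median of DMSO wells and 100% = positive control at its reference dose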
MrgX1 ag = human MrgX1 receptor agonism, primary screen; Q96LB2; MrgX1-HEK293 cells, Fluo-4 calcium fluorescence, agonist mode; active compounds read high; 310,000 compounds, 0.44% hits; B-score at 10 µM;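 active = calcium response B-score plate-corrected fluorescence ratio at least 3 library SD, with starting fluorescence B-score inside 5 SD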
Target sequence (Q96LB2 whole entry, looked up): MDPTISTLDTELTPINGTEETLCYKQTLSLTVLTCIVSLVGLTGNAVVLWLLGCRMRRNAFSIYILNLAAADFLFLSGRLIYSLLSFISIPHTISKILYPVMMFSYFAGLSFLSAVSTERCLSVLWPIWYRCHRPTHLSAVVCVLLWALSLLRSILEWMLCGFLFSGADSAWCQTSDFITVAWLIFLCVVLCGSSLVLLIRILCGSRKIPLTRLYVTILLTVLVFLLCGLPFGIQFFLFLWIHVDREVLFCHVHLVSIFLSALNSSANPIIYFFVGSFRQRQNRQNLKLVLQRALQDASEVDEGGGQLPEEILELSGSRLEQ
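times = overnight plating, then 30 min 37 °C plus 30 min room-temperature dye loading | assay system = stable human MrgX1 HEK293 cell line | input = fifteen thousand cells per well | signal = kinetic calcium dye fluorescence, Fluo-4 NW | dosing = compound delivered in addition one of three | read-out = B-scored fluorescence response ratio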
MrgX1 allo act = human MrgX1 positive allosteric modulation, primary screen; MrgX1-HEK293, Fluo-4 calcium flux, FDSS; active compounds read high; Q96LB2; AID 588675; B-score at 10 µM; 310,000 compounds, 0.63% hits;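 active = plate-corrected calcium response at least 3 library SD above typical, normal starting fluorescence, not activating the receptor alone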;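 also: compound read alongside a low EC10 to EC30 dose of BAM8-22 agonist; peak minus trough fluorescence over baseline measured at the second addition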
HDAC3 inhib = human HDAC3 inhibition. inhibition, % at 8.3 µM. recombinant HDAC3, fluorogenic peptide/trypsin coupled, fluorescence. 320,000 compounds, 0.15% hits. O15379. AID 2718; in the data active = inhibition above about 26%, passing the limit was not always enough; inconclusive = no clear call, values can overlap the other calls
Target sequence (O15379 whole entry, looked up): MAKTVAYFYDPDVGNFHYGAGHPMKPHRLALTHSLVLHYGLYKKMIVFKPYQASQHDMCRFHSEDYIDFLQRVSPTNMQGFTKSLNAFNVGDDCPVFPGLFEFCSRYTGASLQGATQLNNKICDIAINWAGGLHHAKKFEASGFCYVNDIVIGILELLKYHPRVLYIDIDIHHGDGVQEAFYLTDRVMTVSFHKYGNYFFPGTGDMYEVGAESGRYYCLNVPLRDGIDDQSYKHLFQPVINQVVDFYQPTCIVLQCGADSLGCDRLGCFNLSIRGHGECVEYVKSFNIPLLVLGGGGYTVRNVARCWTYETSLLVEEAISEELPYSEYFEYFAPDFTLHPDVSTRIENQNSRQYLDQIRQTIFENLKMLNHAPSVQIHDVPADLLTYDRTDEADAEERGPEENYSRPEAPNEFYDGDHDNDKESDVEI
ANO1 activ = activators or potentiators of mouse TMEM16A chloride channel; B-score at 10 µM; HEK293 TMEM16A/YFP-H148Q/I152L, iodide quench fluorescence; active compounds read low; 340,000 compounds, 0.3% hits;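 active = fluorescence-ratio B-score plate-corrected deviation score at least 3 library SD below zero, with starting fluorescence score within 5 deviations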;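 also: channel opened by trigger with iodide after compound preincubation; score built on the fluorescence ratio of max minus min over baseline; more negative score means more quench and so TMEM16A activation or potentiation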
TRPC6 inhibitor = inhibitors of mouse TRPC6 channel. HEK293-TRPC6, membrane potential dye, ACh-evoked depolarization; active compounds read low. Q61143. B-score at 10 µM. 310,000 compounds, 1.1% hits. AID 2553;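 active = B-score under library mean minus 3 SD, initial fluorescence not abnormally high, positive integrated signal ratio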;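 also: B-score derived from integrated fluorescence ratio over the kinetic read; more negative B-score means stronger inhibition of depolarization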
MrgX1 antagonist = antagonists of human MrgX1 receptor | MRGX1-HEK293 calcium flux, Fluo-4, BAM8-22 antagonism; active compounds read low | B-score at 10 µM | 310,000 compounds, 1.3% hits;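 active = calcium-response B-score plate-corrected more than 3 library SD below zero, starting fluorescence within 5 deviations, no agonist response on first addition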;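 also: peak minus trough fluorescence over baseline after final BAM8-22 challenge near maximal dose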
ANO1 block = blocks the mouse calcium-activated chloride channel TMEM16A; Q8BHY3; AID 588511; 310,000 compounds, 1.2% hits; normalized B-score (activity score, 25-100; higher = stronger inhibition) at 10 µM; HEK293 TMEM16A/YFP iodide influx fluorescence, ionomycin;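 active = ratio plate-corrected score three or more library SD toward inhibition, starting fluorescence score within five deviations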;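 also: score derived from kinetic fluorescence span divided by baseline fluorescence per well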
* = called active by the depositor; i = inactive; ? = inconclusive; · = no result given.

SMILES	RGS4 block	TRPC6 act	RGS4 pot	SKKanGAS inh	MrgX1 ag	MrgX1 allo act	HDAC3 inhib	ANO1 activ	TRPC6 inhibitor	MrgX1 antagonist	ANO1 block
C/C(=N\NS(=O)(=O)c1ccc(C)c([N+](=O)[O-])c1)c1cc2ccccc2o1	i	i	i	11	i	i	3	i	i	i	i
Cc1cc(C)c2c(N)c(C(=O)N3CCCCCC3)sc2n1	i	i	i	-1	i	i	-1	i	i	i	i
CC12CCC(=O)N1C(C(=O)Nc1cc(C(F)(F)F)ccc1N1CCOCC1)CS2 (stereo not drawn)	i	i	i	6	i	i	-2	i	-5.5*	i	i
Cc1csc(NC(=O)C2=NN(c3ccccc3)C(=O)CC2)n1	i	i	i	-1	i	i	4	i	i	i	i
c1ccc(-c2nnc(SCc3nnc(-c4cccs4)o3)o2)cc1	i	i	i	1	i	i	2	i	i	i	i
CCSc1nnc(CNC(=O)c2ccccc2F)n1-c1ccccc1OC	i	i	i	-6	i	i	-1	i	i	i	i
CCOC(=O)c1[nH]c(C)c(C(=O)Nc2ccc(C)c(F)c2)c1C	i	i	i	-1	i	i	0	i	i	i	i
Cc1nc2ccccn2c1C(=O)N/N=C/c1ccc([N+](=O)[O-])cc1	i	i	i	-6	i	i	1	·	i	i	i
CC(C)CC(=O)Nc1nnc(SCC(=O)NCC2CCCO2)s1 (stereo not drawn)	i	i	i	39	i	i	5	i	i	i	i
CCOC(=O)CCc1c(C)c2ccc(O)cc2oc1=O	i	i	i	-3	i	i	-160	i	i	i	i
N#C/C(=C\c1ccc(/C=C(/C#N)c2nn(CCO)c(N)c2C#N)cc1)c1nn(CCO)c(N)c1C#N	i	i	i	67*	i	i	1	i	i	i	i
Cc1csc(NC(=O)Nc2ccccc2[N+](=O)[O-])n1	i	i	i	-3	i	i	3	i	i	i	i
Cc1ccc(-c2nnc(N3CCCCCC3)c3ccccc23)cc1	i	i	i	4	i	i	0	i	i	i	i
CC(C)OC(=O)c1c(NC(=O)CCC(=O)O)sc2c1CCCCC2	i	i	i	10	i	i	-2	i	i	i	i
c1ccc(Oc2nc(NCc3ccco3)nc(NCc3ccco3)n2)cc1	i	i	i	-8	i	i	-2	i	i	i	i
COC(=O)c1ccc(Nc2cc(C)nc3ccccc23)cc1	i	i	i	-2	i	i	2	i	i	i	i
Cc1cc(N2CCN(S(=O)(=O)c3ccc(C)c(C)c3)CC2)c2ccccc2n1	i	i	i	-8	i	i	5	i	-6*	i	i
Cc1ccccc1CS(=O)(=O)c1cn(CC(=O)N2CCOCC2)c2ccccc12	i	i	i	1	i	i	-8	i	i	i	i
CCn1cc(CN2CCc3c([nH]c4ccccc34)C2c2ccc(F)c(OC)c2)c(C)n1 (stereo not drawn)	i	i	i	5	i	i	-2	i	i	i	i
COc1ccc(NC(=S)N2CCCC2c2ccc(OC)c(OC)c2)cc1 (stereo not drawn)	i	i	i	-1	i	i	5	i	i	i	i
COC(=O)CCCC1=CC2=C(c3ccccc3)C(=O)C(C)(OC(=O)C3CCCC3)C(=O)C2=CN1c1ccc(OC)cc1 (stereo not drawn)	i	i	i	1	i	i	5	i	i	i	i
CC(NC(=O)Cc1cccs1)C(c1cccs1)N1CCN(c2ccccc2F)CC1 (stereo not drawn)	i	i	i	5	i	i	3	i	i	i	i
COc1ccc2c(ccc[n+]2CC(=O)c2ccc(C)cc2)c1	i	i	i	-1	i	i	-3	i	i	i	i
O=C(Cn1nc(-c2ccccc2)ccc1=O)NCCN1CCN(c2cccc(Cl)c2)CC1	i	i	i	-5	i	i	3	i	i	i	i
COc1ccc(-c2cc(C(F)(F)F)nc(SCC(=O)Nc3cc(C)on3)n2)cc1	i	i	i	-1	i	i	-8	i	i	i	i
CN(C)c1nc2n(c(=O)n1)CCO2	i	i	i	-9	i	i	-4	i	i	i	i
COc1ccc2[nH]c(=O)c(CN(Cc3cccnc3)Cc3nnnn3CC3CCCO3)cc2c1 (stereo not drawn)	i	i	i	6	i	26*	-9	i	i	i	i
CC(Oc1ccccc1Cl)C(=O)Nc1ccc(S(=O)(=O)Nc2nccs2)cc1 (stereo not drawn)	i	i	i	14	i	i	·	i	i	i	i
Oc1c(C(Nc2ccccn2)c2ccccn2)ccc2cccnc12 (stereo not drawn)	i	i	i	72*	i	i	2	i	-6.2*	i	i
Cc1csc(SC(C)C(=O)NCC2CCCO2)n1 (stereo not drawn)	i	i	i	-1	i	i	-2	i	i	i	i
Cc1ccc(NC(=O)Cn2cnc3sc(C(=O)NCCN(C)C)c(C)c3c2=O)cc1Cl	i	i	i	6	·	·	·	·	i	·	·
Clc1ccccc1-c1nnc2sc(C3COc4ccccc4O3)nn12 (stereo not drawn)	·	·	·	·	i	i	-18	i	·	i	i
CC(C)c1ccccc1OCCCN1CCCC1	i	i	i	5	i	i	-10	i	i	i	i
CC12CCC(=O)N1C(C(=O)Nc1nc(-c3ccc(F)cc3)cs1)CS2 (stereo not drawn)	i	i	i	8	i	i	-12	i	i	i	i
Cc1[nH]c2ccccc2c1C(=O)CSc1ncn[nH]1	i	i	i	-3	i	i	4	i	i	i	i
O=S(=O)(/C=C/c1ccccc1)Oc1ccccc1	i	i	i	1	i	i	-5	i	i	i	i
COc1ccc(/C(N)=N/OC(=O)c2ccc(C)c([N+](=O)[O-])c2)cc1OC	i	i	i	-10	i	i	-6	i	i	i	i
COc1cc(/C=N/NC(=O)C(=O)N2CCCC2)ccc1O	i	i	i	-10	i	i	7	i	i	-6.7*	i
Cc1[nH]c2ccccc2c1C(=O)C(=O)N1CCCc2ccccc21	i	i	i	2	i	i	7	i	i	i	i
Cc1nc2ncnn2c(C)c1Cc1cccc(F)c1	i	i	i	3	i	i	0	i	i	i	i
O=C(O)c1cc(S(=O)(=O)NCCN2CCNC2=O)ccc1O	i	i	i	22	i	i	2	i	i	i	i
Cc1cc(C)n(C(=O)CCCCCCCCC(=O)n2nc(C)cc2C)n1	i	i	i	-6	i	i	1	i	i	i	i
Cc1ccc2cc(CN(CC(C)C)S(=O)(=O)c3cccc4nonc34)c(=O)[nH]c2c1	i	i	i	12	i	i	-4	i	i	i	i
CC(C)CC(=O)Nc1ccc(C(=O)NN2C(=O)c3ccccc3C2=O)cc1	i	i	i	-6	i	i	1	i	i	i	i
CCOc1ccc(/C=C(\C#N)C(=O)c2c(C)[nH]c3ccccc23)cc1OC	i	i	i	6	i	i	2	i	i	i	i
Cc1ccc(C(=O)C2CCN(CC(=O)Nc3ccc(N(C)C)cc3)CC2)cc1	i	i	i	6	i	i	-4	i	i	i	i
Cc1ccc2cc3cc(C(=O)NCc4ccc5c(c4)OCO5)oc3nc2c1	i	i	i	4	·	·	·	i	i	·	·
CCCCCCC(=O)Nc1ccc(Cl)cn1	i	i	i	2	i	i	1	i	i	i	i
CCn1c(SCC(=O)Nc2ccc(OC)cc2)nc2nc3c(cc2c1=O)COC(C)(C)C3	i	i	i	4	i	i	-2	i	i	i	i
COc1ccc(CCNC(=O)c2ccc(OC)c(OC)c2)cc1OC	i	i	i	2	i	i	-10	i	i	-6.8*	i

Additional structures.
SMILES	RGS4 block	TRPC6 act	RGS4 pot	SKKanGAS inh	MrgX1 ag	MrgX1 allo act	HDAC3 inhib	ANO1 activ	TRPC6 inhibitor	MrgX1 antagonist	ANO1 block
CC(C)(C)C1=NN(C(=O)c2ccccc2)C(O)(C(C)(C)C)C1 (stereo not drawn)	i	i	i	4	i	i	8	i	i	i	i
O=C(CCCOc1ccc(Cl)cc1Cl)N/N=C/c1ccco1	i	i	i	-18	i	i	3	i	i	i	i
COc1cc(OC)c(OC)cc1/C=N/NC(=O)c1cccc(S(=O)(=O)N2CCOCC2)c1	i	i	i	7	i	i	6	i	i	i	i
COc1ccc(/C=C/c2c(-c3ccc(OC)cc3)sc3ccc(N4CCOCC4)cc23)cc1	i	i	i	4	i	i	-2	i	i	i	i
Cc1ccccc1NC(=O)C1CC(Cl)=CCC1C(=O)O (stereo not drawn)	i	i	i	0	i	i	-7	i	i	i	i
COc1ccc(/C=C2/SC(=S)N(NS(=O)(=O)c3ccc(C)cc3)C2=O)cc1	i	i	-8.4*	15	i	i	6	i	i	-5.2*	i
Cc1ccc(NC(=O)CN2C(=O)CCS(=O)(=O)c3ccccc32)cc1Cl	i	i	i	3	i	i	3	i	i	i	i
O=C(O)c1ccc(N/N=C/c2ccc(-c3ccc(Cl)cc3Cl)o2)cc1	i	i	i	84*	i	i	·	i	i	i	i
CCNC(=S)NCCN1CCCCC1	i	i	i	-6	i	i	0	i	i	i	i
COCCNC(=O)c1ccccc1-c1nc(-c2ccccc2OC)no1	i	i	i	0	i	i	-4	i	i	i	i
O=C(CSc1nc2ncccc2[nH]1)NCc1ccco1	i	i	i	0	i	i	2	i	i	i	i
CCc1ccccc1N1CN(Cc2ccco2)CNC1=S	i	i	i	0	i	i	-8	i	i	i	i
O=C(COC(=O)c1cccc(F)c1)Nc1cccnc1Cl	i	i	i	·	i	i	-4	i	i	i	i
N#Cc1ccc(OCc2noc(-c3ccsc3)n2)cc1	i	i	i	-6	i	i	1	i	i	i	i
CC(C)N(C(=O)CSc1nnc(NC(=O)c2cccs2)s1)C(C)C	i	i	i	2	i	i	-4	i	i	i	i
CCCOc1ccc(/C=N/NC(=O)CSCc2ccc([N+](=O)[O-])cc2)cc1OCC	i	i	i	-15	i	i	7	i	i	i	i
CCCCn1c(N)c(N(CC(C)C)C(=O)c2ccc(Br)s2)c(=O)[nH]c1=O	i	i	i	4	i	i	-10	i	i	i	i
Cc1ccc(S(=O)(=O)CC(=O)Nc2nnc(C)s2)cc1	i	i	i	0	i	i	-1	i	i	i	i
CCC1CCCCN1C(=O)COc1cccc2c1CCN(C)C2=O (stereo not drawn)	i	i	i	2	i	i	2	i	i	i	i
C/C(=N\NC(=O)CCCNc1ccc(C)cc1)c1ccccn1	i	i	i	-12	i	i	4	i	i	i	i
CCOC(=O)C1CCN(c2nc3cc(OC)ccc3cc2C#N)CC1	i	i	i	-1	i	i	?	i	i	i	i
CC(C)n1cnc2c(Nc3cccc(F)c3)nc(NCCO)nc21	i	i	i	4	i	i	-6	i	i	i	i
